# High-throughput results as filed in PubChem.
# SRC2 inh: human SRC2 (NCOA2) inhibition; Q15596; HEK293 GAL4-SRC2 luciferase reporter, luminescence; inhibition, % at 9 µM; actives 0.17% (n = 370,000); AID 651957;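 active = inhibition above the mean inhibition of all tested compounds plus 3 SD, set per campaign, cut at about 52% in these data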;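 also: 0% = DMSO treated cells and 100% = cells given Gossypol at 36 µM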
# COUP-TFII inh: blocks human COUP-TFII nuclear receptor; inhibition, % at 8.6 µM; actives 0.7% (n = 370,000); P24468; HEK293T NGFI-A luciferase reporter, luminescence; AID 686940;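 active = inhibition above a per-plate cutoff, mean inhibition of test wells between control levels plus 3 SD, cut at about 38% in these data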;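 also: cells cotransfected with COUP-TFII expression vector driving the NGFI-A reporter; 0% = median of COUP-TF2 test wells and 100% = reporter-only cells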
# Target sequence (P24468 whole entry, looked up): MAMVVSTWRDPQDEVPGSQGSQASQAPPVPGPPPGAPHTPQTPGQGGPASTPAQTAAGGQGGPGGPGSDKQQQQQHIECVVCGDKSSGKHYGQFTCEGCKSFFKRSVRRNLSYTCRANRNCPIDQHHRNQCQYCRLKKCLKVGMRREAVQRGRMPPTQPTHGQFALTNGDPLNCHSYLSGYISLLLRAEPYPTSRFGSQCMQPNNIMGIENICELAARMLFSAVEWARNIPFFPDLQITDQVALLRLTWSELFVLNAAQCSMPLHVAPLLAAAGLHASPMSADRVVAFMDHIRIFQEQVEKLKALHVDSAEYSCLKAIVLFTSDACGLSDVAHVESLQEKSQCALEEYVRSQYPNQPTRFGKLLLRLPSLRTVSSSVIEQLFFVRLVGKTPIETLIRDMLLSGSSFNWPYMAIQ
# An asterisk follows results filed as active. This is a subset; count on the stated rates, not on these rows.
SRC2 inh,COUP-TFII inh,SMILES
-17,-3,COc1ccc(-n2c(SCC(=O)Nc3ccc(S(=O)(=O)Nc4nccs4)cc3)nnc2-c2ccco2)cc1
11,-15,O=C(CCc1ccccc1)N[C@H]1[C@@H](OC(=O)c2ccc([N+](=O)[O-])cc2)CCC[C@]12C(=O)N(Cc1ccccc1)c1ccccc12
5,-4,OCCCN1CCC2(CCC(c3ccccc3)CC2)C1 (centres undefined)
3,14,C[C@H]1CN(C(=O)OC(C)(C)C)CCN1c1ccc(Br)c(C#N)c1
-2,-17,CC(C)CNS(=O)(=O)CC1NCc2ccccc21 (centres undefined)
19,3,COC(=O)[C@]12C[C@H](CC(=O)NCCc3ccccc3OC)C(=O)N(Cc3ccccc3)C1=C[C@H](C(C)C)O[C@@H]2C1CC1
21,22,COC(=O)[C@]12C[C@H](CC(=O)NCCCCc3ccccc3)C(=O)N(Cc3cccc4ccccc34)C1=C[C@H](C(C)C)O[C@@H]2C1CC1
-3,-2,NCc1c(O)ccc2ccccc12
4,13,CN1C(=O)/C(=C/c2cccc(Cl)c2)Sc2ccc(C(=O)N3CCCC3)cc21
-20,-2,Cc1ccccc1NC(=O)CN1C(=O)CCSc2ccccc21
5,-3,COC(=O)C1=C(C)N(C)C(=NCc2cccc(C(F)(F)F)c2)NC1c1ccc(C(F)(F)F)cc1 (centres undefined)
-62,-38,Cc1ccc2nc(-c3ccc(NC(=O)CSc4nnc(-c5cc(C)[nH]n5)n4N)cc3)sc2c1
-13,0,Nc1[nH]c(C(=O)c2ccc(Br)cc2)c(-c2ccc(Cl)cc2Cl)c1C(=O)NCCc1c[nH]c2ccccc12
-6,-16,CCOCC(=O)Nc1ccc(C(=O)Nc2ccccc2Cl)cc1
12,0,CCOC(=O)[C@@]12CCCC3=C1N(CCC3)C(=O)[C@H]2CC(=O)N1CCSCC1
9,1,COc1ccc(N2CCCn3c2nc2c3c(=O)n(CCCc3ccccc3)c(=O)n2C)cc1
12,2,N[C@@H](Cc1ccccc1)C(=O)N1CCC[C@@H]1C(=O)N1CCC2CCN(S(=O)(=O)c3ccccc3)CC21 (some centres undefined)
2,-13,COCCN1Cc2cc(C(=O)OC)c3c(c2C1=O)c1cc(OC)ccc1n3S(=O)(=O)c1ccc(F)cc1
-40,-4,O=C1NN(c2ccccc2)C(=O)/C1=C/c1cccs1
-3,6,COc1ccc(C(=O)N(C)[C@H]2C[C@H]3c4[nH]c5c(-c6ccccc6)cccc5c4CCN3C(=O)[C@H]2[C@H](C)O)cc1
-6,-1,COCc1cc(N2CCNC[C@H]2C)ccc1N1C[C@@H](C)O[C@@H](C)C1
-17,4,Cc1nc(N[C@@H](Cc2c[nH]c3ccccc23)C(=O)O)c2oc3ccccc3c2n1
6,-5,CN1C(=O)c2cc(NC(=O)Nc3ccccc3)ccc2OC[C@H]2O[C@@H](CC(=O)NCC(F)(F)F)CC[C@@H]21
31,3,O=C(Cn1nnc2ccccc21)OCC(=O)c1ccc(Cl)cc1
-13,-6,CCC(C)(C)C(=O)N1CCC(C(=O)NC2CCCc3ccccc32)CC1 (centres undefined)
-1,15,C=CCn1c(SCC(=O)Nc2ccccc2OCC)nnc1-c1ccc(C(C)(C)C)cc1
0,10,O=C1NC(Cc2ccccc2)c2nc3cc(F)ccc3c(=O)n2-c2cc(Cl)ccc21 (centres undefined)
-42,15,O=C(Cc1cccs1)NC1CCCCN(Cc2ccc(Cl)cc2)C1=O (centres undefined)
-14,-2,C/C=C/c1ccc([C@H]2[C@@H](CN(CC(C)C)S(=O)(=O)c3ccccc3[N+](=O)[O-])N(C(=O)Nc3cccc(OC)c3)[C@H]2CO)cc1
-8,18,Cc1cccc(-c2cccc3c4c([nH]c23)[C@@H]2C[C@H](N(C)C(=O)c3ccco3)[C@H]([C@H](C)O)C(=O)N2CC4)c1
0,-13,Cc1cc(F)ccc1C(=O)N1CCC(Oc2cccnc2)CC1
-18,-13,C=CCN1C(=O)[C@@H](CC(=O)NCc2cccs2)[C@]2(C(=O)OCC)CCCCC/C=C/12
22,14,O=S1(=O)c2ccc(Br)cc2OCCC2CCCCN21 (centres undefined)
-55,-26,O=C(NCCc1cccc(F)c1)c1cc2ccccn2n1
-1,-11,Cc1ccc2c(c1)C(CS(=O)(=O)NCc1ccccc1)NC2 (centres undefined)
-30,-24,C[C@@H]1CN([C@@H](C)CO)C(=O)CCCn2cc(nn2)CO[C@H]1CN(C)C(=O)Nc1ccc(N2CCN(C)CC2)cc1
21,23,O=C(OC12CCCN(C1)/C(=C/c1ccccc1)C2)c1ccc(F)cc1 (centres undefined)
-20,0,COc1cccc(-c2nnc(N(C)C(=O)c3ccno3)s2)c1
-3,-18,Fc1cccc(F)c1Cn1ccc2ccc(-c3ccc4ccn(Cc5c(F)cccc5F)c4c3)cc21
4,9,COC(=O)c1ccc(-c2ccc3c(c2)[C@]2(CCC[C@@H](OCc4ccccc4)[C@@H]2NC(=O)CCc2ccccc2)C(=O)N3Cc2ccccc2)cc1
17,5,COCc1[nH]nc2c1C(c1ccc(F)cc1)N(c1ccccc1)C2=O (centres undefined)
10,-19,COC(=O)[C@]12C[C@H](CC(=O)NCCCCc3ccccc3)C(=O)N(Cc3ccc4c(c3)OCO4)C1=C[C@H](COCc1ccccc1)O[C@@H]2C
-21,23,O=C1C(NC(=O)N2c3ccccc3C=Cc3ccccc32)CCCCN1Cc1cccc(C(F)(F)F)c1 (centres undefined)
18,8,O=S1(=O)c2ccc(N3CCCC3)cc2Oc2ccccc2CN1Cc1cn(Cc2cccc(F)c2)nn1
-8,6,O=C(OCc1cn(Cc2ccc(F)cc2)nn1)N1CCCC1
14,-29,O=c1c2c3c(sc2n(CCN2CCOCC2)c(=O)n1C1CCCCC1)CCCCC3
3,-1,COC(=O)[C@]12C[C@H](CC(=O)NCCC(C)C)C(=O)N(Cc3cccc4ccccc34)C1=C[C@H](COCc1ccccc1)O[C@@H]2C
2,2,CCOC(=O)Nc1ccc2c(c1)[C@@]1(CC(=O)N(CC(C)C)C1c1ccccc1)C(=O)N2C (some centres undefined)
-20,5,c1ccc(-c2ccc(C3=Nn4c(nnc4-c4ccccn4)SC3)cc2)cc1
-2,-13,Cc1nn(-c2ccccc2)c2sc(C(=O)N3CCN(S(=O)(=O)c4ccc(Br)s4)CC3)cc12

# Continued:
SRC2 inh,COUP-TFII inh,SMILES
-17,7,COc1cc(-c2nnc(SCC(=O)NN=Cc3c[nH]c4ccccc34)n2-c2ccccc2)cc(OC)c1OC
16,12,CCCC[C@H]1C2CC(OC(=O)Nc3cccc(C(F)(F)F)c3)C(C2)[C@H]2CCCCN21 (some centres undefined)
6,-7,Cc1ccc(CNC(=O)[C@@H](Cc2ccccc2)NC(=O)[C@H]2O[C@@H](n3ccc(N)nc3=O)[C@H](O)[C@@H]2O)o1
-48,3,COC(=O)[C@]12C[C@H](CC(=O)NCC34CC5CC(CC(C5)C3)C4)C(=O)N(Cc3ccc(Cl)cc3Cl)C1=C[C@H](C(C)C)O[C@@H]2C1CC1
-18,-12,CCN1CCCCC(NC(=O)c2cccc(C(F)(F)F)c2)C1=O (centres undefined)
2,-3,COc1ccc(-n2c(COc3ccccc3)nnc2SCc2nc3ccccc3[nH]2)cc1
10,-11,Cc1ccc(CN2CCCCC(NC(=O)c3ccccc3C)C2=O)cc1 (centres undefined)
16,5,CC(C)C[C@H]1COc2cc(Br)ccc2S(=O)(=O)N1Cc1cn(Cc2ccc(F)cc2)nn1
2,15,Cc1cc(C(=O)O[C@H]2CCC[C@@]3(C(=O)N(Cc4ccccc4)c4ccccc43)[C@H]2NC(=O)CCc2ccccc2)no1
8,-8,N#C/C(=C\c1ccc([N+](=O)[O-])o1)c1nc2ccccc2[nH]1
-30,8,CC1(C)CC(=O)C=C(C#CC2CC2)C1
-3,3,C=CCN1C(=O)[C@@H](CC(=O)NCc2cccs2)[C@]2(C(=O)OC)CCCCC=C12
7,-9,CC(C)(C)N1Cc2nnn(CC3CCCCC3)c2-c2cc(F)ccc2S1(=O)=O
8,-32,COc1ccc(Oc2c(Cl)cnn(C3c4ccccc4-c4ccccc43)c2=O)cc1
-65,-5,COC(=O)c1ccc(S(=O)(=O)N2CCC(NC(=O)CCC3CCCC3)CC2)cc1
-16,-5,CCN=C1NC(CCc2ccccc2)C(C(=O)OC)=C(C)N1Cc1ccc(C(F)(F)F)cc1 (centres undefined)
4,16,COC(=O)[C@]12C[C@H](CC(=O)N3CCOCC3)C(=O)N(CCc3ccc(OC)c(OC)c3)C1=C[C@H](C(C)C)O[C@@H]2C1CC1
-7,6,CCn1c(SCC(=O)NN=Cc2ccc(C(=O)O)cc2)nc2ccccc21
16,-2,C=CCNC(=O)C1CCN(c2cncnc2)CC1
-11,0,COC(=O)[C@]12C[C@H](CC(=O)NCc3cccc4ccccc34)C(=O)N(CCc3ccc(OC)c(OC)c3)C1=C[C@H](COCc1ccccc1)O[C@@H]2C
-7,6,O=C(NCc1c(F)cccc1F)C1C2C=CC3(CN(Cc4ccccc4)C(=O)C13)O2 (centres undefined)
6,26,COc1ccccc1CCn1cnc(-c2cccc(F)c2)c1CC(C)C
-34,-8,O=C1C[C@H](C(=O)Nc2ccc(Cl)cc2)[C@@H](c2ccccc2)O1
-29,-4,CCc1ccccc1NC(=S)NN
0,-20,COC(=O)[C@@]1(Cc2ccc(F)cc2)[C@H]2c3cc(C(=O)N(C)C)n(Cc4c(CO)[nH]cc(C)c4=O)c3C[C@H]2CN1C(=O)c1ccccc1
-13,27,CCOC(=O)C1CCN(CC(=O)Nc2c(C(=O)OC)[nH]c3ccccc23)CC1
-12,9,COc1ccccc1N1CCN(C(=O)c2cc3c(C)nn(-c4ccccc4)c3s2)CC1
28,25,O=C(NCCN1CCC(Cc2ccccc2)CC1)C1CCCN(S(=O)(=O)c2ccc(Cl)s2)C1 (centres undefined)
14,-6,CC1CCCN(c2cccc3c2S(=O)(=O)N(Cc2ccc(F)cc2)[C@@H](C)[C@H](c2ccccc2)O3)C1 (some centres undefined)
-1,-3,CCC(C)N(C(=O)CN1C(=O)C2CCCCN2C(=O)c2ccccc21)C(C)CC (centres undefined)
14,15,Nn1c(SCc2cccc3ccccc23)nnc1-c1cc(-c2ccc(Cl)cc2)n[nH]1
-27,-7,CC(C)(C)n1nc(C2CC2)cc1NC(=O)Nc1ccccc1
-35,-24,O=C1N2CCc3ccccc3C2CS(=O)(=O)N1CCc1ccccc1 (centres undefined)
-2,26,FC(F)(F)Oc1ccc(Cn2ccc3ccc(-c4ccc5ccn(Cc6ccccc6)c5c4)cc32)cc1
-19,-5,COc1cccc(-c2cc(C(C)=O)c3n(c2=O)CCC3)c1OC
-1,-10,COc1ccc(C(CCOC(=O)Oc2ccccc2)c2cc(OC)c(OC)c(OC)c2)cc1 (centres undefined)
12,4,CC(C)OC(=O)N(C)C[C@H]1OCc2cn(nn2)CCCC(=O)N([C@@H](C)CO)C[C@@H]1C
8,13,CCOC(=O)[C@]12CCCCC/C=C\1N(Cc1ccc(OC)cc1)C(=O)[C@H]2CC(=O)N1CCOCC1
-2,3,O=C(CCCCCN1C(=O)C2C3C=CC(C3)C2C1=O)Nc1ccc2ncccc2c1 (centres undefined)
-39,-23,COc1cc(N/C(=C\C(=O)c2ccccc2)c2ccccc2)ccc1Cl
12,-1,COc1ccc(S[C@]2(C(=O)N(C)C)CC(=O)N(c3ccc(C#N)cc3)[C@@H]2c2ccc(OC)cc2)cc1
-1,-1,O=C(CSc1ccccc1)NC1CCCCN(Cc2ccc(Cl)cc2)C1=O (centres undefined)
-9,1,O=C(NCCc1ccccc1)OCc1cn(Cc2cccc(F)c2F)nn1
8,13,COc1cccc(CC(=O)N2CCN(C(=O)C(=O)c3cccc(C(F)(F)F)c3)CC2)c1
-2,0,C[C@@H]1COc2cccc(N3CCCC3)c2S(=O)(=O)N1
2,8,C=CCN(C(=O)[C@@H](CCCC)[C@@H](O)c1ccc2ccccc2c1)c1ccccc1
4,4,CN1CCCCC(NC(=O)COCc2ccccc2)C1=O (centres undefined)
-14,32,C[C@]12Cc3ccccc3C1CC1=N[C@@H](c3ccc(C(F)(F)F)cc3)O[C@@]13C[C@@H]2C(=O)N3C1CCN(Cc2ccccc2)CC1 (some centres undefined)
